TRPC6 act: mouse TRPC6 channel activation. Q61143. HEK293-TRPC6 membrane potential dye fluorescence; stronger effect = higher value. B-score at 10 µM. hit rate 0.13% among 310,000. AID 2550;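 active = B-score of the integrated fluorescence ratio above library mean plus 3 SD, and starting fluorescence ratio within library mean plus 5 SD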;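 note: higher score means more depolarization so channel activation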
Target sequence (Q61143 whole entry, looked up): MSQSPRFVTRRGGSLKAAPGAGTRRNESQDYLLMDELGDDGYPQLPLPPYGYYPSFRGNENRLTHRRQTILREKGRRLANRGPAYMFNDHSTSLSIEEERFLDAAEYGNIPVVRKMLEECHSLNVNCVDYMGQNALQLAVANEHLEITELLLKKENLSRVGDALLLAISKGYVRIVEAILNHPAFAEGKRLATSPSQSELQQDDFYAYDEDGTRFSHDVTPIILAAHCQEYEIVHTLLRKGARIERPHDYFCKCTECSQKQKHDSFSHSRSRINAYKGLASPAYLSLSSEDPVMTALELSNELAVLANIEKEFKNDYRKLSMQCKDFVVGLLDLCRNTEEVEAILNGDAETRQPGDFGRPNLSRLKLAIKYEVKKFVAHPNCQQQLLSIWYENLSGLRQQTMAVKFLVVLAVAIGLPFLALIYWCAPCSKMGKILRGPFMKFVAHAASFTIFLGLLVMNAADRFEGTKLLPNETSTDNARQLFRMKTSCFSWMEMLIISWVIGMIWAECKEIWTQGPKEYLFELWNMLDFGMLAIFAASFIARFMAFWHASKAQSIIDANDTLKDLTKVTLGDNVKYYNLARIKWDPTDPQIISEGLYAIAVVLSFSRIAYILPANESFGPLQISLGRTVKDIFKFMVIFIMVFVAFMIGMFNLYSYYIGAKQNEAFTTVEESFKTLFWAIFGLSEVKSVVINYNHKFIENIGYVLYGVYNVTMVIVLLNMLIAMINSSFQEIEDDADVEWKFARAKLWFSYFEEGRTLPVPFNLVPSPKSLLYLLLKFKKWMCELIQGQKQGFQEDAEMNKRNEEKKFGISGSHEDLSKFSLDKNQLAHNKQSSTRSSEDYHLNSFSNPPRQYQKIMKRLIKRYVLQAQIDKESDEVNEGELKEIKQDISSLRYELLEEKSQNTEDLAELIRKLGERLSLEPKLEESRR
HIF activator: HIF pathway transcriptional activation. U2OS HRE-luciferase reporter, luminescence; normalized: DMSO 0%, desferrioxamine 100%. activation, % at 7.5 µM (by protocol). hit rate 0.32% among 300,000. AID 1910;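 active = mean activation of at least 10% of the iron chelator positive control signal, with at least half of replicates also reaching 10%; inconclusive = mean and replicate majority disagree about reaching 10%; inactive = mean and most replicates under 10%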
MrgX1 agonist: agonists of human MrgX1 receptor | Q96LB2 | MrgX1-HEK293 cells, Fluo-4 calcium fluorescence, agonist mode; stronger effect = higher value | B-score at 10 µM | hit rate 0.44% among 310,000 | AID 588627;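 active = calcium response B-score plate-corrected fluorescence ratio at least 3 library SD, with starting fluorescence B-score inside 5 SD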
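Test system: Stable human MrgX1 HEK293 cell line | Schedule: Overnight plating before 1 h dye loading | Read-out basis: Baseline-normalised fluorescence change ratio, B-scored | Detection: Kinetic calcium dye fluorescence, Fluo-4 NW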
MrgX1 allo act: allosterically activates human MrgX1 receptor signaling | Q96LB2 | MrgX1-HEK293, Fluo-4 calcium flux, FDSS; stronger effect = higher value | B-score at 10 µM | hit rate 0.63% among 310,000;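 active = plate-corrected calcium response at least 3 library SD above typical, normal starting fluorescence, not activating the receptor alone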;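 note: compound read alongside a low EC10 to EC30 dose of BAM8-22 agonist; peak minus trough fluorescence over baseline measured at the second addition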
TRPC4 PAM: allosterically enhances the mouse TRPC4 cation channel. Q9QUQ5. HEK293 TRPC4beta/mu-opioid, DAMGO EC20, Fluo-4 Ca2+ flux; stronger effect = higher value. B-score at 10 µM. hit rate 0.42% among 310,000. AID 2227;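 active = B-score of calcium response area above 5 SD of library B-scores, with initial fluorescence ratio within 5 SD of library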;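 note: B-score of integrated fluorescence ratio over time as area under calcium response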
MrgX1 antag: antagonists of human MrgX1 receptor. Q96LB2. MRGX1-HEK293 calcium flux, Fluo-4, BAM8-22 antagonism; stronger effect = lower value. B-score at 10 µM. hit rate 1.3% among 310,000. AID 588676;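 active = calcium-response B-score plate-corrected more than 3 library SD below zero, starting fluorescence within 5 deviations, no agonist response on first addition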;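 note: peak minus trough fluorescence over baseline after final BAM8-22 challenge near maximal dose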
AI-2 QS mod: Vibrio harveyi AI-2 quorum sensing modulation | activity change, % at 7.5 µM | Vibrio harveyi JMH597 AI-2 luminescence/OD600 ratio, 9 h; stronger effect = lower value; strain lacks LuxN and CqsS sensors; 0 = neutral-control median | hit rate 0.4% among 300,000; in the data active = activity change below about -75%, passing the limit was not always enough; inconclusive = no clear call, values can overlap the other calls;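 note: luminescence divided by OD600 gain over 9 h not by final OD600 alone; inactives centre near 13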
TRPC4 block: blocks the mouse TRPC4 cation channel; Q9QUQ5; HEK293 TRPC4beta/mu-opioid, DAMGO-evoked Fluo4 calcium flux; stronger effect = lower value; B-score at 10 µM; hit rate 0.39% among 300,000; AID 2247;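 active = B-score over 3 SD under the library average, no early fluorescence shift, positive overall ratio signal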
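Signal: kinetic Fluo4 fluorescence imaging of calcium influx. Material: stable TRPC4beta/mu-opioid receptor HEK293 cells. Probe or stimulus: DAMGO in two steps, submaximal then maximal.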
PolyA inh: inhibitors of polyadenylation in S. cerevisiae. S. cerevisiae SKY197-pL101 polyadenylation reporter, beta-gal luminescence; efflux-impaired pdr1/pdr3 knockout yeast; score 100 = 6 SD above DMSO. calls only at 12 µM. hit rate 0.02% among 300,000;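 active = lowest replicate activity score at least 50, where 100 means six control SD above control mean; inconclusive = lowest score under 50 but half or more replicates reach 50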;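 note: yeast exposed to compound for 9 h at 30 °C; higher score means more reporter readthrough which indicates perturbed polyadenylation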
TRPC6 inhibitor: blocks the mouse TRPC6 cation channel; B-score at 10 µM; HEK293-TRPC6, membrane potential dye, ACh-evoked depolarization; stronger effect = lower value; hit rate 1.1% among 310,000; Q61143; AID 2553;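 active = B-score under library mean minus 3 SD, initial fluorescence not abnormally high, positive integrated signal ratio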;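 note: B-score derived from integrated fluorescence ratio over the kinetic read; more negative B-score means stronger inhibition of depolarization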
TRPC4 agonist: opens the mouse TRPC4 cation channel | HEK293 TRPC4beta/mu-opioid, Fluo4 calcium fluorescence; stronger effect = higher value | Q9QUQ5 | hit rate 0.49% among 310,000 | B-score at 10 µM | AID 2237;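 active = B-score above 5 SD of library B-scores, and initial fluorescence ratio not above library mean plus 5 SD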;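 note: positive B-score marks a calcium rise read as TRPC4 activation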
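Material: HEK293 stable line with TRPC4beta plus mu-opioid receptor; technique: Fluo4 calcium-sensitive dye fluorescence, kinetic, 1 Hz baseline; timing: Fluo4 dye loading 45 min at room temperature, 110 s recording; controls: assay buffer as low control, maximal DAMGO as high control; read-out: integrated baseline-normalised fluorescence ratio, converted to per-well B score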
Numbers without * were called inactive; i = inactive; ? = inconclusive; . = not tested or not shown. The list is partial; count on the stated rates, not on these rows.

SMILES	TRPC6 act	HIF activator	MrgX1 agonist	MrgX1 allo act	TRPC4 PAM	MrgX1 antag	AI-2 QS mod	TRPC4 block	PolyA inh	TRPC6 inhibitor	TRPC4 agonist
Cc1cccn2c(=O)c3cc(C(=O)N4COCC4(C)C)n(C)c3nc12	i	0.2	i	i	i	i	6.1	i	i	i	i
COc1ccc(CC(=O)NCc2nnc(SCC(=O)Nc3ccccc3)n2C)cc1	i	-0.2	i	i	i	i	18.0	i	i	i	i
O=C(Nc1ccc(NC(=O)C2CCCCC2)cn1)c1ccco1	i	-2.1	i	i	i	i	33.2	i	i	i	i
Cc1nc2sc(C(=O)OCC(=O)N3c4ccccc4CC3C)c(C)c2c(=O)[nH]1 (stereo unspecified)	i	0.2	i	i	i	i	19.6	i	i	i	i
Cc1ccc(SCCC(=O)Nc2ccc(Br)c(C)c2)cc1	i	1.5	i	i	i	i	16.3	i	i	i	i
O=C(CCN1CCOCC1)NCc1ccccc1	i	1.2	i	i	i	i	3.5	i	i	i	i
N/C(=N\OC(=O)COc1ccc2ccccc2c1Br)c1ccncc1	i	3.4	i	i	i	i	63.2	i	i	-5.02*	i
O=S(=O)(Nc1cccc(-c2ccc3nncn3n2)c1)c1ccccc1F	i	-23.2	i	i	i	i	18.5	i	i	i	i
COC(=O)Cn1nnc2c(cnn2-c2ccccc2)c1=O	i	0.9	i	i	i	i	29.8	i	i	i	i
COc1ccc(NC(=O)CSc2nnc(Cc3cccn3C)n2-c2ccc(C)cc2)cc1OC	i	1.3	i	i	i	i	7.0	i	i	i	i
CCC(C)(C)NC(=O)CN(C(=O)C(=O)Nc1ccc2c(c1)OCCO2)N1CCOCC1	i	-0.4	i	i	i	i	46.1	i	i	i	i
Cc1c(C(=O)NCC2COc3ccccc3O2)oc2ccc(S(=O)(=O)N(C)C3CCCCC3)cc12 (stereo unspecified)	i	-0.4	i	i	i	i	18.1	i	.	i	i
CCOC(=O)C1CCN(C(=O)COc2ccc(S(=O)(=O)NC(C)C)cc2)CC1	i	-0.6	i	i	i	i	0.0	i	i	i	i
CC1CCC(N(C(=O)c2csnn2)C(C(=O)NC(C)(C)C)c2cccnc2)CC1 (stereo unspecified)	i	0.1	i	i	i	i	2.4	i	i	i	i
CS(=O)(=O)N(CC(=O)N1CCCCCC1)Cc1ccc(Cl)cc1	i	-0.1	i	i	i	i	-3.3	i	i	i	i
N#Cc1nc(COc2ccccc2Cl)oc1N1CCCC1	i	-0.4	i	i	i	i	5.8	i	i	i	i
COc1cccc2cc(CC(=O)c3ccc(C)cc3C)c(=O)oc12	i	5.9	i	i	i	i	41.9	i	i	i	i
Cc1cc(C)cc(OCC(=O)NNC(=O)c2cc(C)[nH]n2)c1	i	-0.9	i	i	i	i	27.7	i	i	i	i
COc1ccccc1Cn1nnc2c(=O)[nH]c(C3CCN(C(=O)c4ccc(C)cc4)CC3)nc21	i	-0.2	i	i	i	i	34.8	i	i	i	i
CC(C)CC(=O)Nc1cccc(NC(=O)CC(C)C)n1	i	-0.2	i	i	i	i	18.0	i	i	i	i
COc1cc(N2C(=O)c3ccccc3C2=O)c(Cl)cc1C(=O)OCC(=O)N(C)C	i	-0.5	i	i	i	i	3.1	i	i	i	i
COc1ccc2c(CSc3nc4nc(C)cc(C)n4n3)cc(=O)oc2c1	i	1.4	i	i	i	i	4.4	i	i	i	i
CN(CC(=O)NC1CC1)S(=O)(=O)c1cc(Cl)ccc1Cl	i	-0.3	i	i	i	i	13.5	i	i	i	i
CCNS(=O)(=O)c1ccc2c(c1)n(C)c(=O)n2C	i	-0.5	i	i	i	i	3.5	i	i	i	i
CCOc1ccccc1CN1CCN(Cc2cccc3nonc23)CC1CCO (stereo unspecified)	i	-0.1	i	i	i	i	10.4	-6*	.	i	i
CCS(=O)(=O)N1CCC(c2nc3ccccc3[nH]2)CC1	i	0.1	i	i	i	i	4.0	i	i	i	i
O=C(COC(=O)c1ccc(Cl)cc1[N+](=O)[O-])NC(=O)c1ccccc1	i	-0.1	i	i	i	i	?	i	i	-5.93*	i
CCOc1ccc(C(=O)NCC(=O)N2CCc3ccccc3C2)cc1OCC	i	-0.6	i	i	i	i	16.7	i	i	i	i
CCN(C1CCS(=O)(=O)C1)S(=O)(=O)c1ccc(OC)c(OC)c1 (stereo unspecified)	i	-52.5	i	i	i	i	27.6	i	i	i	i
CCOc1ccc(S(=O)(=O)NCCC(=O)N2CC(C)CC(C)C2)cc1 (stereo unspecified)	i	-0.1	i	i	i	i	10.4	i	i	i	i
COc1ccc(/C=N/NC(=O)OC(C)(C)C)cc1OC	i	1.3	i	i	i	i	10.0	i	i	i	i
O=C1N[C@@H](Cc2ccccc2)C(=O)N2[C@@H]1C[C@]1(Br)c3ccccc3N(S(=O)(=O)c3ccccc3)[C@H]21	i	0.1	i	i	i	i	9.6	i	i	i	i
CCOC(=O)C(=O)Nc1nc(-c2ccc3c(c2)CCN3C(=O)C2CC2)c(C)s1	i	0.6	i	i	i	i	23.5	i	i	i	i
Cc1cc(C)c(S(=O)(=O)NC2CC(C)(C)NC(C)(C)C2)cc1Br	i	-0.8	i	i	i	i	8.9	i	i	i	i
CC(Sc1nnc(-c2ccc(OC(F)F)cc2)n1N)C(=O)NCC1CCCO1 (stereo unspecified)	i	1.0	i	i	i	i	9.3	i	i	i	i
O=S(=O)(/N=C(/c1ccccc1)N1CCCCCC1)c1ccccc1	i	-0.4	i	i	i	i	21.4	i	i	i	i
CSCCC(NC(=O)/C(=C/c1ccco1)NC(=O)c1ccco1)C(=O)O (stereo unspecified)	i	0.6	i	i	i	i	19.8	i	i	i	i
CN(Cc1ccccc1)C(=O)c1[nH]cnc1C(=O)N[C@@H](CCCCNC(=O)OC(C)(C)C)C(=O)OC(C)(C)C	i	0.0	i	i	i	i	20.0	i	i	i	i
COc1cccc(CNC(=O)CSc2nnc3c(n2)[nH]c2ccccc23)c1	i	-0.6	i	i	i	i	3.9	i	i	i	i
O=C(CNC(=S)N(Cc1ccccc1)Cc1cccnc1)NCCc1ccccc1	i	-0.3	i	i	i	i	19.3	i	i	i	i
Cn1c(=O)n(C)c2cc(C(=O)O)ccc21	i	-0.5	i	i	i	i	-0.8	i	i	i	i
CCN(CC)CCn1c(=N)n(CC(O)COc2cccc(C)c2)c2ccccc21 (stereo unspecified)	i	-0.3	i	i	i	i	16.4	-5*	i	i	i
COc1ccccc1CC(=O)NNS(=O)(=O)c1cccc([N+](=O)[O-])c1	i	-14.1	i	i	i	i	12.1	i	i	i	i
C/C(=N\OCC(=O)Nn1c(C)nc2ccccc2c1=O)c1cccs1	i	-0.4	i	i	i	i	26.2	i	i	i	i
NS(=O)(=O)c1ccc(Cl)cc1[N+](=O)[O-]	i	-8.0	i	i	i	i	27.2	i	i	i	i
COc1ccc(NC(=O)c2c[nH]n3c(=O)cc(C4CCN(C(=O)OC(C)(C)C)CC4)nc23)cc1Cl	i	-0.9	i	i	i	i	7.6	-7*	i	i	i
CCOC(=O)CSc1ccc(S(=O)(=O)N(CC)CC)cc1[N+](=O)[O-]	i	-1.9	i	i	i	i	6.0	i	i	i	i
O=C(N/N=C/c1ccc[nH]1)c1cccc(Br)c1	i	0.6	i	i	i	i	13.8	i	i	i	i
CCOC(=O)CN1C=C(c2ccc3ccccc3n2)C(C[N+](=O)[O-])c2ccccc21 (stereo unspecified)	i	2.3	i	i	i	i	13.8	i	i	i	i
O=C(Nc1ccccc1C(=O)N/N=C/c1ccc(O)cc1)c1ccccc1	i	2.3	i	i	i	i	-6.2	i	i	i	i
COC(=O)C1=NN(c2ccccc2OC)C2C(=O)N(c3ccccc3OC)C(=O)C12 (stereo unspecified)	i	0.0	i	i	i	i	7.1	i	i	i	i
Cc1cc(C(C)(C)C)cc(S(=O)(=O)NCCc2ccncc2)c1C	i	0.7	i	i	i	i	4.3	i	i	i	i
Cc1noc(C)c1C(=O)OCC(=O)c1c(N)n(CC(C)C)c(=O)n(C)c1=O	i	-0.3	i	i	i	i	5.0	i	i	i	i
COc1ccc(NC2CCCN(C(=O)c3ccc(OC)o3)C2)cc1 (stereo unspecified)	i	0.7	i	i	i	i	25.1	i	i	i	i
CCc1c(C(C)=O)oc2ccc3c(C)cc(=O)oc3c12	i	-0.2	i	i	i	i	7.3	i	i	i	i
CC1CN(C(=O)COC(=O)c2cc(Cl)ccc2[N+](=O)[O-])CC(C)O1 (stereo unspecified)	i	-0.1	i	i	i	-4.78*	16.8	i	i	i	i
CCOC(=O)CN(C(=O)COc1nc(-c2ccccc2)cc(C)c1C#N)c1cccc(OC)c1	i	0.1	i	i	i	i	12.5	i	i	i	i
CCOc1ccc(NC(=O)CN(C)C(=O)CN2C(=O)C3CC=CCC3C2=O)cc1OCC (stereo unspecified)	i	0.4	i	i	i	i	7.5	i	i	i	i
COc1ccc(CCNC(=O)C(=O)NCC2OCCN2S(=O)(=O)c2ccc(Cl)cc2)cc1OC (stereo unspecified)	i	-0.1	i	i	i	i	10.5	i	i	i	i
C/C(=N/NC(=O)CNC(=O)c1ccncc1)c1ccc(Cl)cc1	i	-0.1	i	i	i	i	3.6	i	i	i	i
CS(=O)(=O)N1CCN(c2ccccc2NC(=O)CSc2nnc(-c3ccco3)o2)CC1	i	-0.7	i	i	i	i	12.6	i	i	i	i
O=C(c1ccc(F)cc1)n1c(=S)nc2ccccn21	i	3.9	i	i	i	i	.	i	i	i	i
CC(=O)c1ccc(C(=O)N2CCc3c([nH]c4ccccc34)C2c2cccc(C)n2)s1 (stereo unspecified)	i	0.0	i	i	i	i	4.5	i	i	i	i

Screening data from PubChem BioAssay.
